From PubChem BioAssay
Yp Topo-I inh = blocks Yersinia pestis topoisomerase I activity; Y. pestis Topo-I cleavage product accumulation, plate reader; activity, % at 10 µM; 360,000 tested, 0.064% active; AID 504884; in the data active = activity above about 50%, passing the limit was not always enough; also: inactives centre near 2
Vc quorum ag = induces V. cholerae light production without autoinducers; AID 588436; V. cholerae BH1578 lux reporter, luminescence, 6 h; 350,000 tested, 0.16% active; activation, % at 18.7 µM; in the data active = activation mostly above about 9.7%, no sharp cut-off; also: not every result past the cut was called active; inactives centre near 0; reference of the scale not given here
TcdB inh = TcdB glycohydrolase inhibition | P18177 | TcdB glycohydrolase enzymatic assay, plate reader | inhibition, % at 9.99 µM | 350,000 tested, 0.24% active | AID 652162; in the data active = inhibition above about 10%
UGM FP inh = blocks M. tuberculosis UGM enzyme | P9WIQ1 | purified UGM, fluorescence polarization probe displacement | inhibition, % at 10 µM | 320,000 tested, 0.06% active; in the data active = inhibition above about 10%, passing the limit was not always enough
Target sequence (P9WIQ1 whole entry, looked up): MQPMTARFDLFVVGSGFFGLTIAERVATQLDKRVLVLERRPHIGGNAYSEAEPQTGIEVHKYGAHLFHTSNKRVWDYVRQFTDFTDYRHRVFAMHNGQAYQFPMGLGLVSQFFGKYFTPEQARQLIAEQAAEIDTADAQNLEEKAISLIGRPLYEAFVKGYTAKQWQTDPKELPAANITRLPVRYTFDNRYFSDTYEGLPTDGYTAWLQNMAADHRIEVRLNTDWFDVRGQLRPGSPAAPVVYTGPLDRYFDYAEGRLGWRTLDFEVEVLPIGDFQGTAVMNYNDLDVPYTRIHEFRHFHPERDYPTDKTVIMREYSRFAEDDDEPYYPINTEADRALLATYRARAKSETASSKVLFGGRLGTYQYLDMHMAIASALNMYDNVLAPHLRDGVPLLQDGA
GDH-TPI counter = inhibits GDH-TPI coupling enzymes, artifact for Mtb FBA screen. AID 588335. inhibition, % at 4.8 µM. 360,000 tested, 1.2% active. GDH-TPI coupled enzyme counterscreen, NADH absorbance; in the data active = inhibition above about 30%;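 also: 0% = DMSO wells and 100% = wells lacking the enzyme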
PfHsp40 rescue = restores yeast growth despite PfHsp40 toxicity; S. cerevisiae expressing PfHsp40, growth rescue, ATP luminescence; growth rescue, % at 12.5 µM; 340,000 tested, 0.68% active; AID 504582; in the data active = growth rescue above about 28%, passing the limit was not always enough;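 also: yeast W303a lacking pdr1 and pdr3 grown in galactose medium; growth measured after three days at 30 °C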
BioA inh = BioA (M. tuberculosis) enzyme inhibition; purified M. tuberculosis BioA enzyme, plate reader; inhibition, % at 9.99 µM; 360,000 tested, 0.096% active; AID 602481; in the data active = inhibition above about 40%
Mtb FBA inh = inhibitors of M. tuberculosis fructose-bisphosphate aldolase | AID 588726 | inhibition, % at 1 µM | purified M. tuberculosis FBA, fluorescence read-out | 360,000 tested, 2.3% active | P9WQA3; in the data active = inhibition above about 27%;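 also: 0% = vehicle and 100% = reference inhibitor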
FadD28 FP inh = blocks FadD28 binding to the bisubstrate probe; fluorescence polarization; inhibition, % at 12.5 µM; 360,000 tested, 0.22% active; in the data active = inhibition above about 8.5%, passing the limit was not always enough
Numbers without * were called inactive.

For O=[N+]([O-])c1nn(-c2ccccc2)[n+]([O-])c1N1CCN(c2ccccc2)CC1 the results were Yp Topo-I inh -1, Vc quorum ag -0.3, TcdB inh 0.2, UGM FP inh -1.5, GDH-TPI counter 16, PfHsp40 rescue -0.3, Mtb FBA inh 4 and FadD28 FP inh -0.2.
`CCOC(=O)c1[nH]c(C)c(C(=O)N2CCN(c3ccc(F)cc3)CC2)c1C` gave Yp Topo-I inh 8, Vc quorum ag -0.2, UGM FP inh 2.8, GDH-TPI counter -1, PfHsp40 rescue -0.2, BioA inh -1.4, Mtb FBA inh 1 and FadD28 FP inh -0.7.
Screening CCCCOc1ccc(CSC(=N)N)cc1Cl returned Yp Topo-I inh 0, Vc quorum ag inactive, TcdB inh -0.6, UGM FP inh -0.4, GDH-TPI counter -23, PfHsp40 rescue 2.9, BioA inh 5.0, Mtb FBA inh 4 and FadD28 FP inh -7.5.
For O=C(COC(=O)/C=C/c1cc(Br)ccc1F)NC1CC1 the results were Yp Topo-I inh 4, Vc quorum ag inactive, TcdB inh -0.8, UGM FP inh 0.2, GDH-TPI counter 3, PfHsp40 rescue -1.5, BioA inh -1.6, Mtb FBA inh 1 and FadD28 FP inh 0.0.
Screening CCCCn1c(=NC(=O)c2ccco2)c(C(=O)OCC)cc2c(=O)n3cccc(C)c3nc21 returned Yp Topo-I inh -7, Vc quorum ag -0.7, TcdB inh 1.9, UGM FP inh 0.4, GDH-TPI counter 6, PfHsp40 rescue -0.3, Mtb FBA inh 173* and FadD28 FP inh -1.6.
For C=CC[C@@H](CC(=O)N(CCO)Cc1ccccc1)C(=O)N[C@H](COC(=O)[C@@H](CC=C)CC(=O)OC(C)(C)C)C(C)(C)C the results were Yp Topo-I inh 21, Vc quorum ag -0.6, TcdB inh 2.6, UGM FP inh 0.8, GDH-TPI counter -13, PfHsp40 rescue 7.0, BioA inh 1.9, Mtb FBA inh 0 and FadD28 FP inh 0.1.
For Cc1cc(C=O)c(C)n1-c1ccc(N2CCCCC2)c([N+](=O)[O-])c1 the results were Yp Topo-I inh 25, Vc quorum ag -1.4, UGM FP inh -1.1, GDH-TPI counter 2, PfHsp40 rescue 1.2, BioA inh 2.6, Mtb FBA inh -2 and FadD28 FP inh 0.7.
For CCOC(=O)N1CCC(NCCNC(=O)c2ccc(Cl)cc2)CC1 the results were Yp Topo-I inh 1, Vc quorum ag -5.9, UGM FP inh -0.9, GDH-TPI counter 9, PfHsp40 rescue -0.6, BioA inh -1.7, Mtb FBA inh 0 and FadD28 FP inh -2.5.
`CCCCCC(=O)NC(Nc1ccc(S(N)(=O)=O)cc1)C(Cl)(Cl)Cl` (stereo unspecified) gave Yp Topo-I inh 4, Vc quorum ag -0.2, UGM FP inh 0.2, GDH-TPI counter 3, PfHsp40 rescue -1.3, BioA inh 1.6, Mtb FBA inh 2 and FadD28 FP inh -3.6.
`Nc1ccc2c(c1)CC(=O)c1ccccc1S2` gave Yp Topo-I inh -10, Vc quorum ag -0.6, TcdB inh 0.0, GDH-TPI counter 20, PfHsp40 rescue -1.4, BioA inh -5.5, Mtb FBA inh 3 and FadD28 FP inh -1.9.
`COc1ccc(/C=C/C(=O)NCc2ccc(F)cc2)cc1S(=O)(=O)N1CCOCC1` gave Yp Topo-I inh 1, Vc quorum ag -0.3, TcdB inh 0.4, UGM FP inh -0.7, GDH-TPI counter -4, PfHsp40 rescue -1.2, BioA inh -0.3, Mtb FBA inh 1 and FadD28 FP inh 0.3.
Screening O=C1NCCN(Cc2cccc(Oc3ccccc3)c2)C1CC(=O)N1CCCCC1 (stereo unspecified) returned Yp Topo-I inh 28, Vc quorum ag inactive, TcdB inh 0.3, UGM FP inh -1.3, GDH-TPI counter 10, PfHsp40 rescue -0.5, BioA inh 0.3, Mtb FBA inh 2 and FadD28 FP inh -1.4.
`O=[N+]([O-])c1ccc(N2CCN(c3ccccc3O)CC2)cc1` gave Yp Topo-I inh 7, Vc quorum ag -0.4, TcdB inh 0.9, UGM FP inh 0.3, GDH-TPI counter 4, PfHsp40 rescue 0.0, Mtb FBA inh -6 and FadD28 FP inh 0.0.

5 entries already listed, arranged by number of heavy atoms, largest number first.
For C=CC[C@@H](CC(=O)N(CCO)Cc1ccccc1)C(=O)N[C@H](COC(=O)[C@@H](CC=C)CC(=O)OC(C)(C)C)C(C)(C)C the results were Yp Topo-I inh 21, Vc quorum ag -0.6, TcdB inh 2.6, UGM FP inh 0.8, GDH-TPI counter -13, PfHsp40 rescue 7.0, BioA inh 1.9, Mtb FBA inh 0 and FadD28 FP inh 0.1.
For O=[N+]([O-])c1nn(-c2ccccc2)[n+]([O-])c1N1CCN(c2ccccc2)CC1 the results were Yp Topo-I inh -1, Vc quorum ag -0.3, TcdB inh 0.2, UGM FP inh -1.5, GDH-TPI counter 16, PfHsp40 rescue -0.3, Mtb FBA inh 4 and FadD28 FP inh -0.2.
For Cc1cc(C=O)c(C)n1-c1ccc(N2CCCCC2)c([N+](=O)[O-])c1 the results were Yp Topo-I inh 25, Vc quorum ag -1.4, UGM FP inh -1.1, GDH-TPI counter 2, PfHsp40 rescue 1.2, BioA inh 2.6, Mtb FBA inh -2 and FadD28 FP inh 0.7.
For O=C(COC(=O)/C=C/c1cc(Br)ccc1F)NC1CC1 the results were Yp Topo-I inh 4, Vc quorum ag inactive, TcdB inh -0.8, UGM FP inh 0.2, GDH-TPI counter 3, PfHsp40 rescue -1.5, BioA inh -1.6, Mtb FBA inh 1 and FadD28 FP inh 0.0.
Screening CCCCOc1ccc(CSC(=N)N)cc1Cl returned Yp Topo-I inh 0, Vc quorum ag inactive, TcdB inh -0.6, UGM FP inh -0.4, GDH-TPI counter -23, PfHsp40 rescue 2.9, BioA inh 5.0, Mtb FBA inh 4 and FadD28 FP inh -7.5.

Rows were taken by chance; 4.6% or so of the library scored in one or more.
